# From PubChem
# DNA FID counter = compounds displacing fluorescent DNA intercalator, primary screen, artefact control for HCV NS3 helicase inhibitor project, biochemical, FID fluorescence; AID 1845, 2009; actives 0.17% (n = 290,000); inhibition, % at 7.9 µM; DNA fluorescent intercalator displacement; in the data active = inhibition above about 37%;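 also: 0% = vehicle and 100% = reference compound; higher means more ethidium bromide displaced from hairpin DNA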
# VIM-2 inh = VIM-2 metallo-beta-lactamase inhibitors, primary screen, biochemical, epi-absorbance readout, Pseudomonas aeruginosa enzyme. purified VIM-2, nitrocefin hydrolysis, epi-absorbance fluorescence. inhibition, % at 5.6 µM. actives 0.89% (n = 290,000). AID 1527, 2009;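 active = inhibition above the mean of all tested compounds plus 3 SD, cutoff set per screening run, cut at about 7.5% in these data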;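 also: red hydrolysis product quenches plate fluorescence so inhibitors raise well fluorescence; 0% = enzyme with DMSO and 100% = DMSO without enzyme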
# p-CIP stab down = p/CIP-EGFP fusion destabilizers, primary screen, fluorescence, F442A cells; actives 0.01% (n = 290,000); Q05BA5; 16 h; decrease of EGFP signal, % at 10 µM;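 active = EGFP signal decrease of at least 30% at 10 µM or well 3 SD below plate mean, unless failing retest; inactive = the rest, including hits failing retest or dose response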; also: some compounds called inactive have numbers as strong as hits; many of its hits are not listed in these tables
# UBC9 SUMO inh = inhibitors of in vitro SUMOylation cascade, primary screen, biochemical, HTRF, uHTS | SUMO-conjugating enzyme UBC9 (Homo sapiens), P63279 | HTRF SUMOylation assay, SAE1/SAE2 + UBC9 | inhibition, % at 35 µM | actives 0.36% (n = 290,000); in the data active = inhibition above about 50%, passing the limit was not always enough; also: strong numbers were not always called active
# IDE cell activ = human IDE activators in live cells, primary screen, fluorescence polarization, HEK cells, FAbeta-B substrate | FAbeta-B cleavage; 0% vehicle, 100% cell-free pure enzyme wells | activation, % at 5.96 µM | actives 0.073% (n = 340,000) | AID 493087, 2011;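 active = activation above the mean of all tested compounds plus 3 SD, set per screening campaign, cut at about 17% in these data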
# Target sequence (P14735 whole entry, looked up): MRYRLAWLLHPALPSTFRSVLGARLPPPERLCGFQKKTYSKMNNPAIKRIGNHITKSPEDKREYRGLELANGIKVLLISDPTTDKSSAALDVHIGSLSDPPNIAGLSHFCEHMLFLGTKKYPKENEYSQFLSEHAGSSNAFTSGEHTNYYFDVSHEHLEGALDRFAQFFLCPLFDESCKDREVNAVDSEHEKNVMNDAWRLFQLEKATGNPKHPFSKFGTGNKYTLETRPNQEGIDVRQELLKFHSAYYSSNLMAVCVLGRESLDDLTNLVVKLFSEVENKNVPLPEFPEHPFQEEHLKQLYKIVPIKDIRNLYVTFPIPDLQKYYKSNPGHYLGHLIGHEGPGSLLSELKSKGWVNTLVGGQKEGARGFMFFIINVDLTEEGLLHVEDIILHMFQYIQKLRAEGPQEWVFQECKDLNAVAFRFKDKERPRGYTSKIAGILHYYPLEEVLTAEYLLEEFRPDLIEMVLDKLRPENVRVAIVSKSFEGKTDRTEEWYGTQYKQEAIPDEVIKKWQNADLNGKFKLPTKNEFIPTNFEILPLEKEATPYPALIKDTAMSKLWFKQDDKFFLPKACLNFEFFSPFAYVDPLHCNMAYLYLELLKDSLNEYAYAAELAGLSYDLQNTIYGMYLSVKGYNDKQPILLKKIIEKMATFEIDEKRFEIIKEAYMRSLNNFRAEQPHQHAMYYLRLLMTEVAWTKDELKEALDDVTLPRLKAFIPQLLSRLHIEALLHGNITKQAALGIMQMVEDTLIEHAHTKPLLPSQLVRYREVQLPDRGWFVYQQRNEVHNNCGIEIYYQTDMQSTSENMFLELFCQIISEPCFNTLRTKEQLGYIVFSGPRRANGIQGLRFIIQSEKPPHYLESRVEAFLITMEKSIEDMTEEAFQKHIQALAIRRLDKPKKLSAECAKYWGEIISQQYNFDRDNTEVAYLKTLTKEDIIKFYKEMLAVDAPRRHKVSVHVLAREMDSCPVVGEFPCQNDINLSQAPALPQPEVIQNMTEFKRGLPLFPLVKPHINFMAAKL
# MEKK3 PB1 HTS = modulators of MEKK3-MEK5 PB1 binding, primary screen, biochemical, wildtype MEKK3, multiplex bead flow cytometry, Alexa488-MEK5; Mitogen-activated protein kinase kinase kinase 3 (Homo sapiens), Q99759; bead-based flow cytometry, Alexa488-MEK5 binding to MEKK3; actives lie on both sides; 0 = blocked by unlabeled MEK5, 100 = vehicle; binding response (% of control), % at 10 µM; actives 1.4% (n = 290,000); AID 1529, 2009;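 active = binding response more than 3 SD above or below the average of its plate-row segment, actives on both sides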;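 also: Alexa488 bead fluorescence after subtracting the streptavidin-only scavenger bead signal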
# PHOSPHO1 block = PubChem AID 1565; Phosphoethanolamine/phosphocholine phosphatase (Homo sapiens), Q8TCT1; recombinant PHOSPHO1, absorbance phosphatase assay; inhibition, % at 13.3 µM; actives 1.1% (n = 290,000); in the data active = inhibition above about 60%
# HCV NS3 hel inh = inhibitors of HCV NS3 helicase, primary screen, biochemical, Cy5 molecular beacon fluorescence; actives 0.56% (n = 290,000); Hepatitis C virus NS3 helicase; AID 1800, 2009; NS3 helicase DNA unwinding; inhibition, % at 10.9 µM;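 active = inhibition above the mean of all tested compounds plus 3 SD, set per campaign, cut at about 35% in these data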;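 also: 0% = DMSO wells and 100% = thioflavine S control wells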
#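 Test system: hepatitis C virus NS3 helicase domain fragment enzyme. Also added: annealed dual-labelled DNA beacon duplex, ATP-started. Timing: 60 min unwinding reaction at 25 °C after ATP addition. Technique: Cy5 fluorescence. Measure: % inhibition of unwinding.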
# IMP-1 inh = IMP-1 metallo-beta-lactamase inhibitors, primary screen, biochemical, epi-absorbance readout, Pseudomonas aeruginosa enzyme; metallo-beta-lactamase IMP-1 (Pseudomonas aeruginosa); purified IMP-1, nitrocefin hydrolysis, epi-absorbance fluorescence; inhibition, % at 5.6 µM; actives 0.45% (n = 290,000); AID 1556, 2009;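 active = inhibition above the mean plus 3 SD of all compounds in the same screening run, cut at about 4.5% in these data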;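 also: 0% = IMP-1 with DMSO and 100% = DMSO wells lacking enzyme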
#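 system = purified recombinant IMP-1 beta-lactamase | amount = 0.2 nM IMP-1, as dispensed | medium = HEPES buffer pH 7.1 with ZnSO4 and Brij 35 | times = 25 °C, 15 min preincubation, 25 min reaction | detection = plate fluorescence quenching by hydrolysis product, ex 480/em 530 nm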
# * = called active by the depositor; x = no result given.
# The opening two records, to show the layout:
Structure	DNA FID counter	VIM-2 inh	p-CIP stab down	UBC9 SUMO inh	IDE cell activ	MEKK3 PB1 HTS	PHOSPHO1 block	HCV NS3 hel inh	IMP-1 inh
COc1cc(NC(=O)C2CCN(S(=O)(=O)c3cccc4nonc34)CC2)cc(OC)c1	4	-3.6	-1	3	1	x	8	-10	-1.1
CC(C)CCNC(=O)C1CCC(=O)N1C(C)C (configuration not stated)	3	-0.8	18	-25	7	101	4	1	0.6

# The listing (from the top)
Structure	DNA FID counter	VIM-2 inh	p-CIP stab down	UBC9 SUMO inh	IDE cell activ	MEKK3 PB1 HTS	PHOSPHO1 block	HCV NS3 hel inh	IMP-1 inh
COc1cc(NC(=O)C2CCN(S(=O)(=O)c3cccc4nonc34)CC2)cc(OC)c1	4	-3.6	-1	3	1	x	8	-10	-1.1
CC(C)CCNC(=O)C1CCC(=O)N1C(C)C (configuration not stated)	3	-0.8	18	-25	7	101	4	1	0.6
O=Cc1cn(CC(O)Cn2cc(C=O)c3ccccc32)c2ccccc12	-8	-1.1	-2	0	-2	101	-1	-15	-5.2
Cc1cc(C)n2c(SCC(=O)NC3CCCCC3C)nnc2n1 (configuration not stated)	-9	-2.6	-4	22	3	101	11	-11	-2.4
Cc1cccc(C)c1NC(=O)CCCSc1nnnn1C	-3	-1.4	-1	16	5	109	21	-21	-3.5
COCCn1c(Sc2nc(C)cs2)nc2c1c(=O)[nH]c(=O)n2C	0	-2.5	-4	-7	3	96	-14	-3	-2.8
CCC(=NCc1ccco1)c1c(C(F)(F)F)[nH]n(-c2nc3ccccc3s2)c1=O	-5	-5.6	10	5	5	98	3	7	-2.2
Cc1[nH]c2ccccc2c1Cc1n[nH]c(=S)n1C	-2	-2.0	-1	20	3	100	-16	-4	3.2
CCOC(=O)CSc1nc(C(C)C)nc2ccccc12	-8	-1.9	-2	21	4	121	25	-12	-0.1
O=C(CSc1nnnn1C1CCCC1)Nc1cccc(NC(=O)c2ccco2)c1	-15	-0.6	-10	18	3	109	-34	-6	-2.4
CCCCCN1CSC(=S)N(Cc2ccccc2)C1	-1	-2.3	-7	0	3	106	2	0	-3.6
COc1cc(OC)cc(C(=O)N2CCC(n3c(C)nc4cc(F)ccc43)CC2)c1	-24	-3.1	-16	0	-1	x	-11	-6	-2.1
O=[N+]([O-])c1cccc(/C=N/N=C\c2ccccc2)c1	5	-2.5	0	3	2	99	19	5	-3.5
Cc1occc1C(=O)N=Nc1c(O)[nH]c2ccc(Br)cc12	1	-0.8	-12	20	x	101	3	-9	0.9
CCCCCc1nnc(NC(=O)OCCC)s1	-17	-1.8	-15	-2	4	101	-39	2	-3.1
CCOc1ccc(N(CC(=O)Nc2ccc(C)c(C)c2)S(=O)(=O)c2c(C)noc2C)cc1	-2	-4.0	-10	-27	4	112	-10	2	-2.3
O=C(NCc1ccccc1Cl)c1ccc(-c2ccccc2)cc1	-5	-1.8	-1	11	-4	99	-2	1	-0.9
O=C(N/N=C/c1sc(N2CCOCC2)nc1-c1ccccc1)c1ccccc1F	-5	-1.6	-19	18	x	84	-17	13	-2.0
CC(C)(C)Nc1nc(-c2ccccn2)nc2ccccc12	-3	-0.1	3	-109	-3	102	11	-98	1.1
Cc1ccc(S(=O)(=O)Cc2ccc(C(=O)N3CCCCCC3)o2)cc1	-22	-1.9	-8	16	1	105	31	4	-4.5
CCCn1nnc(NC(=O)c2cc3ccccc3o2)n1	1	-1.7	-5	10	-2	95	-14	1	-2.9
CCOc1ccc(N2C(=O)c3ccccc3C2O)cc1 (configuration not stated)	-5	-1.6	12	4	-3	112	1	-1	-3.9
O=C(NCc1cccs1)c1ccc(Cl)s1	3	-3.4	6	-6	2	88	-14	3	-1.0
CCOC(=O)C1(Cc2cccc(Cl)c2)CCCN(C(=O)c2ccoc2C)C1 (configuration not stated)	-45	1.3	-2	-5	1	105	61*	44*	1.3
CC1=C(C(=O)NCCN2CCN(C)CC2)C2(CCC(C)CC2)OC1=O (configuration not stated)	0	-1.9	1	-14	8	95	54	1	-1.0
CCOCCCNC(=O)c1ccc(N2CC3CC(C2)c2cccc(=O)n2C3)c(NC(=O)Nc2cccc(OC)c2)c1 (configuration not stated)	-53	-2.8	-23	x	4	102	-4	-8	-1.9
O=C(CN1C(=O)CC(c2ccco2)Sc2ccccc21)Nc1ccc2c(c1)OCCO2 (configuration not stated)	-25	-2.5	-22	24	5	106	-20	3	-3.3
CCOC(=O)c1[nH]c2ccc(F)cc2c1NC(=O)C(C)N1CCc2cc(OC)c(OC)cc2C1 (configuration not stated)	-17	-2.1	-4	20	6	109	38	-12	-1.7
CCCCc1nc(N2CCOCC2)c(C#N)c2c1CCCC2	1	-2.8	-4	-33	3	100	-6	9	-2.2
N#Cc1c(-c2ccccc2)nc2n(c1=O)CCS2	-2	-2.5	3	5	1	101	18	3	-2.7
CC(C)C1=C2OC(N)=C(C#N)C(C#N)=C2C(C)CC1 (configuration not stated)	-2	-1.7	-13	19	-4	95	-2	7	1.7
CN1C(=O)C(Cl)(Cl)C(=O)c2ccccc21	0	-1.5	6	-1	-11	100	44	53*	-3.0
Oc1ccc2ccccc2c1Br	4	-2.2	-6	-8	6	102	36	5	-1.5
COC(=O)c1ccc2[nH]c(CO)c(-c3ccccc3)c2c1	-6	-1.0	-2	21	3	102	-7	-18	-2.5
CCC1S/C(=C(\C#N)C(=O)NCc2ccco2)N(c2ccc(Br)cc2)C1=O (configuration not stated)	-20	-1.6	-2	2	-1	114	-7	17	-0.4
CC(C)c1ccc(OCCCCN2CCCCC2)cc1	4	-1.3	-8	19	4	102	14	-4	-1.3
O=C(O)C1CCN(S(=O)(=O)c2ccc(N3CCC(O)CC3)c([N+](=O)[O-])c2)CC1	-6	-1.9	-6	-1	7	97	20	3	-4.5
CC(C)c1ccc(CN2CCC(C(=O)NCc3cccnc3)CC2)cc1	-1	-5.5	-3	11	1	100	-16	-5	-3.4
CCOC(=O)c1sc(=S)n(CC)c1NC(=O)c1ccccc1	-1	-2.6	-3	13	x	104	20	8	-0.4
O=C(CCc1ccc(S(=O)(=O)NCc2ccccc2)cc1)NCc1ccc2c(c1)OCO2	-29	-3.4	-2	10	-5	100	-7	2	-4.0
CCOc1cc(/C=N/N2CCOCC2)ccc1OCc1ccc(C(=O)OC)o1	-7	-0.4	10	3	4	101	30	-7	-1.5
N#C/C(C(=O)Nc1ccc(Cl)cc1)=C(/S)Nc1ccccc1	-30	-6.4	-15	9	-24	102	-1	-10	-4.3
COc1cccc(NC(=O)COC(=O)CCCc2c[nH]c3ccccc23)c1	-11	3.1	3	-31	-1	105	26	5	2.1
COc1cc(CNc2ccc3[nH]c(=O)[nH]c3c2)ccc1OCC(=O)NC(C)(C)C	-6	-4.2	-6	38	4	93	10	5	-2.5
O=C(NCCCC1CCCC1)C1CCC(=O)N(Cc2cccc(F)c2)C1 (configuration not stated)	-26	0.0	-5	17	0	112	0	-19	-0.8
CC(C)CCNC(=O)CCn1nc(-c2ccc(Cl)cc2)ccc1=O	-28	-3.2	-7	12	-1	105	42	-3	-3.6
CCOC(=O)N1CCC(NC(=O)c2sc(-n3cccc3)nc2C)CC1	-22	0.6	-11	9	2	107	16	-6	-0.7
O=C(c1ccc(Br)o1)N1CCCc2ccccc21	-11	-1.6	-9	-9	6	104	5	16	-1.9
O=C1COc2ccc(C(=O)COC(=O)c3cc(S(=O)(=O)N4CCOCC4)ccc3F)cc2N1	-27	-1.7	-5	14	6	107	x	-10	-1.7
Cc1ccc(NC(=O)CN(C)Cc2nc3c(Br)cc(Br)cc3c(=O)[nH]2)cc1	-6	-3.8	-4	-53	4	117	32	16	-4.0
CC1(C)CC(=O)C2=C(C1)N(c1ccc(F)cc1)C(=O)CC2c1ccccc1 (configuration not stated)	-27	-1.0	-14	11	-8	111	9	15	-1.5
COc1ccccc1Nc1nc(N)nc(CN2CCN(c3ccccc3F)CC2)n1	-6	-6.2	-3	14	-4	99	10	-5	-4.2
O=S(=O)(c1cccc(NC(=S)NCc2ccco2)c1)N1CCOCC1	-2	-0.1	6	-2	1	93	-9	12	-0.5
c1ccc(Nc2n[nH]nc2-c2ccccc2)cc1	-3	-1.7	-25	18	1	100	-4	-5	-5.7
CC(=O)Oc1ccc(C(=O)Nc2cccnc2)cc1	-4	1.0	-2	14	-2	106	35	-3	-0.6
CCCCN(CC)CCNc1c(N2CCN(C(=O)OCC)CC2)c(=O)c1=O	6	-2.8	22	18	6	102	15	-4	-2.2
Cc1ccc(NC(=O)NCCCN2CCCC2=O)c(C)c1	-4	-2.1	-3	-1	0	102	23	2	-2.7

# Pulled by structure from the entries so far:
Structure	DNA FID counter	VIM-2 inh	p-CIP stab down	UBC9 SUMO inh	IDE cell activ	MEKK3 PB1 HTS	PHOSPHO1 block	HCV NS3 hel inh	IMP-1 inh
O=C(NCCCC1CCCC1)C1CCC(=O)N(Cc2cccc(F)c2)C1 (configuration not stated)	-26	0.0	-5	17	0	112	0	-19	-0.8
c1ccc(Nc2n[nH]nc2-c2ccccc2)cc1	-3	-1.7	-25	18	1	100	-4	-5	-5.7
CC(=O)Oc1ccc(C(=O)Nc2cccnc2)cc1	-4	1.0	-2	14	-2	106	35	-3	-0.6

# Arranged by the number under IMP-1 inh (smallest number first): 6 from the list above.
smiles	IMP-1 inh
O=C(O)C1CCN(S(=O)(=O)c2ccc(N3CCC(O)CC3)c([N+](=O)[O-])c2)CC1	-4.5
N#C/C(C(=O)Nc1ccc(Cl)cc1)=C(/S)Nc1ccccc1	-4.3
CC(C)CCNC(=O)CCn1nc(-c2ccc(Cl)cc2)ccc1=O	-3.6
CN1C(=O)C(Cl)(Cl)C(=O)c2ccccc21	-3.0
O=C(c1ccc(Br)o1)N1CCCc2ccccc21	-1.9
CC(C)c1ccc(OCCCCN2CCCCC2)cc1	-1.3

# These rows are one share of the data; the hit share may differ from the screen's.
